FN deposition inh: inhibitors of fibronectin matrix deposition, primary screen, AH1F cells, Alexa488-fibronectin fluorescence, plate reader. AH1F fibroblasts, overnight. 0.086% of 350,000 active. inhibition, % at 12.6 µM;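 active = mean inhibition across replicates of 30% or more, regardless of how many single replicates reach that level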;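 also: positive control wells lacked labelled fibronectin entirely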
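material = AH1F fibroblast monolayer depositing Alexa488-labelled fibronectin into matrix | amount = 10000 AH1F cells/well | buffer or medium = DMEM plus 2% serum, read in PBS | incubation = 1 h cell adhesion before compound, then overnight fibronectin incubation | detection = fluorescence at 485 nm excitation, 525 nm emission | evaluation = percent inhibition as loss of matrix-bound fibronectin fluorescence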
Cneo AK release: Cryptococcus neoformans cell lysis inducers, primary screen, AK release luminescence, single concentration; lysis activity, % at 15 µM; AID 651654, 2012; 0.2% of 360,000 active; C. neoformans lysis, adenylate kinase release luminescence, 4 h; normalised: neutral wells 0, clomiphene wells 100;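 active = mean lysis activity across replicates of at least 80%, whatever share of replicates individually reach that level; inactive = mean lysis activity below 80%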
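Signal: Adenylate kinase release luminescence | Assay system: Log-phase Cryptococcus neoformans yeast cells | Input: Cells at 5 × 10^6 per mL | Buffer or medium: Fresh YPD growth medium | Compound: Single dose | Schedule: Static 4 h at 37 °C with compound, 1 h detection | Controls: Clomiphene | Read-out: Luminescence rise reflecting yeast cell lysis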
miR-122 sensor: miR-122 Renilla sensor signal increase in Huh7, primary screen, miR-122 inhibitor project, cell-based, single point, plate reader | Huh7 miR-122 Renilla luciferase sensor, 48 h; neutral wells = 0, positive control = 100 | activation (reporter increase), % at 12.5 µM | 0.3% of 340,000 active;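 active = mean replicate activation score at least 90 and every replicate individually at or above 90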;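 also: higher luciferase means less miR-122 activity so hits act as miR-122 inhibitors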
Starred values were filed as active, the others as inactive; x = not tested or not shown. Some of the compounds tested. The share of hits here may be higher or lower than overall.

The first seven entries, to show the layout:
SMILES	FN deposition inh	Cneo AK release	miR-122 sensor
O=C(COC(=O)CC12CC3CC(CC(C3)C1)C2)Nc1ncc(Cl)cc1Cl	0	x	x
CNC(=O)C1CC(=O)N(c2ccc(C)cc2)C1 (stereo not drawn)	x	0	-16
CC(=O)SCCC(=O)Nc1ccccc1	x	2	19
Cc1ccc(C(=O)Nc2ccccc2C(N)=O)o1	x	-2	2
Cc1cc(C)n2nc(CCc3ccccc3)nc2n1	x	1	-11
O=C(Nn1cnnc1)C1Cc2ccccc2CN1S(=O)(=O)c1ccc(F)cc1 (stereo not drawn)	x	0	1
CC(=O)c1cccc(NC(=O)CN(c2ccc(C)cc2)S(=O)(=O)c2cccc3nonc23)c1	x	1	-6

Main list, from the first entry:
SMILES	FN deposition inh	Cneo AK release	miR-122 sensor
O=C(COC(=O)CC12CC3CC(CC(C3)C1)C2)Nc1ncc(Cl)cc1Cl	0	x	x
CNC(=O)C1CC(=O)N(c2ccc(C)cc2)C1 (stereo not drawn)	x	0	-16
CC(=O)SCCC(=O)Nc1ccccc1	x	2	19
Cc1ccc(C(=O)Nc2ccccc2C(N)=O)o1	x	-2	2
Cc1cc(C)n2nc(CCc3ccccc3)nc2n1	x	1	-11
O=C(Nn1cnnc1)C1Cc2ccccc2CN1S(=O)(=O)c1ccc(F)cc1 (stereo not drawn)	x	0	1
CC(=O)c1cccc(NC(=O)CN(c2ccc(C)cc2)S(=O)(=O)c2cccc3nonc23)c1	x	1	-6
CCCS(=O)(=O)NC(=O)C1(C)CCN(C(=O)c2ccc(OC)c(F)c2)C1 (stereo not drawn)	x	2	-7
CCOCc1nnc(NC(=O)COC)s1	x	0	-12
CC[C@]12c3[nH]c4cc(-c5ccco5)ccc4c3CCN1C(=O)[C@@H](CC(=O)NC/C=C(\C)CCC=C(C)C)C[C@@H]2C(=O)N1CCN(C(=O)c2ccco2)CC1	x	12	-7
CC(C)(C)NC(=O)CN(Cc1cccs1)C(=O)C1COc2ccccc2O1 (stereo not drawn)	x	0	-10
Cc1ccc(O)c(-c2cc(C(F)(F)F)[nH]n2)c1	x	4	11
CC(C)NC(=O)c1[nH]nc2c1CCc1ccccc1-2	x	-4	0
C=Cc1ccc(CC2(C)C(=O)Nc3c(Cl)cccc32)cc1 (stereo not drawn)	x	1	-3
Cc1ccc(-c2n[nH]c(=O)c3ccccc23)cc1N	x	-1	5
COC(=O)CCC(=O)OC1(C)C(=O)C=C2C=C(c3ccsc3)OC=C2C1=O (stereo not drawn)	x	2	-8
O=C(Nc1cccc(Oc2ccc3c(c2)C(=O)NC3=O)c1)c1ccco1	x	0	-3
COc1ccc(CCNS(=O)(=O)c2cccc(F)c2)cc1OC	x	0	15
COc1ccc(Nc2nc(Nc3ccc(OC)cc3)nc(-n3[nH]c(=O)c(C)c3C)n2)cc1	x	-3	9
Cc1cc(-c2nsc(=O)o2)c(S(C)(=O)=O)s1	x	1	-11
COc1ccc(-n2cnc3cc(NS(=O)(=O)c4ccc(C)cc4)ccc32)cc1	x	-1	79
Clc1ccc(-n2nnnc2-c2cnc(-c3ccncc3)nc2-c2cccs2)cc1	x	-1	4
Nc1nc2c(s1)CCc1c-2cnn1-c1ccccc1	x	-15	4
Cc1cc(C)nc(-n2nc(C)c(C3(O)C(=O)Nc4ccccc43)c2N)n1 (stereo not drawn)	x	-1	1
CC1CC(C)CN(C(=O)CSC2=Nc3ccccc3C3=NC(Cc4c[nH]c5ccccc45)C(=O)N23)C1 (stereo not drawn)	x	3	212*
C=CCn1c(Cc2c[nH]c3ccccc23)n[nH]c1=S	x	0	-1
CCc1nnc(NC(=O)Cn2nc(-c3ccccc3OC)ccc2=O)s1	x	-4	-10
Cc1ccc2c(c1)C(=O)N1[C@H]3c4ccccc4OC[C@@H]3[C@H](c3ccccc3)[C@]1(C)C(=O)N2	x	-2	-12
COC(=O)c1nc2ccccc2s1	x	0	8
O=S1(=O)N=C(Nc2ccc(O)c(CN3CCCCC3)c2)c2ccccc21	x	0	1
O=C(c1cccs1)N1CCc2ccccc21	x	-6	-10
O=C(CSc1ccccn1)c1ccc(F)cc1	x	-1	3
COc1ccc(N=c2oc3c(OC)cccc3cc2C(=O)NCc2ccco2)cc1OC	x	-3	5
CC(=O)N1CCN(S(=O)(=O)c2ccc(S(=O)(=O)NCC(C)C)cc2)CC1	x	-2	13
COc1ccc(/C=N/NC(=O)c2ccn[nH]2)cc1COc1ccc(Cl)cc1Cl	x	0	-6
O=C(Nc1ccc(-c2nnc(-c3ccccc3)o2)cc1)C1CCCO1 (stereo not drawn)	x	-3	-5
Cc1cccc(CS(=O)(=O)c2ncc(Cl)c(C(=O)Nc3nnc(C(C)C)s3)n2)c1	x	-2	-21
O=C(Nc1ccc(F)cc1)NC1CCCCC1	x	-6	11
O=C(NCCCCCCNC(=O)N1CCCCCC1)N1CCCCCC1	x	0	-1
CCCCOc1ccc(C)cc1CN(CCO)CCO	x	6	3
COc1cccc(N/C(N)=N/c2nc(C)cc(=O)[nH]2)c1	x	-2	1
O=C(O)c1cccc2c1C(=O)c1ccc(-c3ccc(F)cc3OCc3ccccc3)cc1S2(=O)=O	x	-1	-5
CSc1ccc(NC(=O)N2CCN(c3nc4ccccc4s3)CC2)cc1	x	0	-5
CCOc1ccc(NC(=O)Cn2nnc(-c3ccccc3NC(=O)C3CC3)n2)cc1	x	9	-3
COc1ccc(CCNC(=O)c2ccc3nc(-c4ccco4)c(-c4ccco4)nc3c2)cc1OC	x	-9	-24
S=C(NCCSCc1c(Cl)cccc1Cl)Nc1ccccc1	x	5	0
COc1ccc2c(c1OC)C(=O)N1N=C(c3ccc(Br)cc3)CC21 (stereo not drawn)	x	1	2
CCCS(=O)(=O)NC(=O)C1(C)CCN(C(=O)/C=C/c2ccccc2)C1 (stereo not drawn)	x	1	1
CC(C)(C)OC(=O)NCCCC[C@H](NC(=O)c1[nH]cnc1C(=O)Nc1ccc(Cl)cc1)C(=O)OC(C)(C)C	x	1	-1
COc1ccc(OC)c(NC(=O)CNC(=O)c2cccs2)c1	x	0	2
Next structures.
SMILES	FN deposition inh	Cneo AK release	miR-122 sensor
COC(=O)[C@@H](NC(=O)NCc1cccs1)C(C)C	x	-4	-10
CCN(C(=O)c1cc(Cl)ccc1OC)c1ccccc1	x	3	12
O=C(Nc1ccc2nc3n(c(=O)c2c1)CCCC3)c1cc([N+](=O)[O-])ccc1F	x	0	1
CC(/C=N/NC(=O)Cc1cccn1C)=C\c1ccco1	x	-1	3
COCCSc1nnc(NC(=O)Cc2ccccc2OC)s1	x	0	-4
Cc1ccc(CNC(=O)CCNC(=O)Cn2ccc3ccccc3c2=O)cc1	x	0	-1
CCN(CC)CCNc1c2c(c(C#N)c3nc4ccccc4n13)CCCC2	x	-1	5
CCc1ccc(OCC(=O)NNC(=O)c2ccc(NC(=O)C3CC3)cc2)cc1	x	-3	-1
CCCCN1CC(=O)N2[C@@H]3c4cc(Br)ccc4OC[C@@H]3[C@H](C(=O)OCC)[C@]2(C)C1=O	x	-1	8
Cc1[nH]c(=O)[nH]c(=O)c1S(=O)(=O)N1c2ccc(F)cc2CCC1C (stereo not drawn)	x	0	-1
O=C(CN1C(=O)NC2(CCCC2)C1=O)N1CCN(C(=O)c2ccco2)CC1	x	2	-10
CCOC(=O)c1cc2c(ccn2C)n1CC(=O)N1CCN(c2ccccc2)CC1	x	0	5
O/C(=C\c1nc2ccccc2nc1/C=C(\O)c1ccccc1)c1ccccc1	x	-2	10
Cc1ccc2nc(-c3ccncc3)cc(C(=O)N3CCOCC3)c2c1	x	9	-2
O=C(Cc1c(O)c2ccccc2[nH]c1=O)NC1CCCCCCC1	x	1	-4
CCCCC1=CC2=CC(=O)C(C)(OC(=O)CC)C(=O)C2=CN1c1ccccc1 (stereo not drawn)	x	-2	-6
CC1=C(C(=O)Nc2ccccc2)C(c2ccco2)C(C#N)=C(SCC(=O)OC(C)C)N1 (stereo not drawn)	x	3	4
COCCNC(=O)c1cc(-c2cccc(OC)c2)on1	x	-6	-9
Cc1cc(=O)oc2cc(OC(C)C(=O)O)c(Cl)cc12 (stereo not drawn)	x	-2	-1
CCOc1ccc(-c2nc(C#N)c(NC3CC3)o2)cc1	x	-2	-1

Record cards (already shown). Screens in order: FN deposition inh	Cneo AK release	miR-122 sensor
Shown for Cc1cc(=O)oc2cc(OC(C)C(=O)O)c(Cl)cc12 (stereo not drawn) → x	-2	-1
Shown for CCOC(=O)c1cc2c(ccn2C)n1CC(=O)N1CCN(c2ccccc2)CC1 → x	0	5

The results go on:
SMILES	FN deposition inh	Cneo AK release	miR-122 sensor
C=CCn1sc(=N)c(C#N)c1N	x	0	-4
CCOC(=O)N1CCC(NC(=O)Cn2ncc3ccccc32)CC1	x	1	1
O=C(COC(=O)C1=COCCO1)Nc1ncc(C(F)(F)F)cc1Cl	x	2	-7
NS(=O)(=O)c1ccc(NC(=S)N2CCN(C(=O)C3CCCO3)CC2)cc1 (stereo not drawn)	x	-2	2
COc1ccc(CN(C(=O)c2ccco2)c2ccc(C)cc2)cc1OC	x	0	-1
CCOc1ccc(C(C)(O)CN2CCOCC2)cc1 (stereo not drawn)	x	0	0
Cc1nn(Cc2ccc(C(=O)Nc3ccc(C(=O)OC(C)C)cc3)o2)c(C)c1Cl	x	1	1
Cc1ccc(-n2ncc(Br)c(Br)c2=O)cc1	x	-6	-5
CCOC(=O)Cc1nnc(NC(=O)C(CC)Sc2nnc3c4ccccc4n(C)c3n2)s1 (stereo not drawn)	x	0	8
COC(=O)[C@@]1(Cc2ccc(OC)cc2)[C@@H]2C(=CC(=O)[C@H]2CC(=O)C(=O)N2CCCC2)CN1C(=O)c1ccccc1	x	-2	11
O=C(CC1C(=O)NCCN1Cc1cccc(C(F)(F)F)c1)NC1CCCCCC1 (stereo not drawn)	x	2	3
CSc1ccc(CNC2CC2)cc1	x	2	4
CN(C)c1ccc(/C=C(\Cl)c2nc3ccccc3s2)cc1	x	0	8
O=C(O)CCc1ccc(-c2ccc(Cl)cc2)o1	x	-6	-14
COCCN(C(=O)c1csnn1)C(C(=O)NC(C)(C)C)c1cccc(OC)c1 (stereo not drawn)	x	-3	-11
CC1CCCCN1C(=O)CSc1nc2cc3c(cc2c(=O)n1Cc1ccc2c(c1)OCO2)OCO3 (stereo not drawn)	x	-1	13
NS(=O)(=O)c1cccc(NC(=O)Cn2cnc3ccccc3c2=O)c1	x	3	-6
CCc1nnc(NC(=O)c2ccc(OC)cc2OC)s1	x	-3	-5
O=C(CCl)N1c2ccccc2Sc2ccc3ccccc3c21	x	-1	-6
CCOC(=O)C1CCN(Cc2cc(Cl)c3ccccc3c2O)CC1	x	2	-4
Cc1onc(-c2c(F)cccc2Cl)c1C(=O)Nc1c(C)n(C)n(-c2ccccc2)c1=O	x	2	-1
CCc1ccc2[nH]c(=O)c(CN(Cc3ccc(F)cc3)C(c3nnnn3CCN3CCOCC3)C(C)C)cc2c1 (stereo not drawn)	x	5	-8
CCn1c(CCNC(=O)c2cccs2)nnc1SCC(=O)NC1CCCCC1	x	-2	18
COc1ccc(Cn2nnnc2C(c2cc3cc(C)ccc3[nH]c2=O)N2CCOCC2)cc1 (stereo not drawn)	x	1	-5
c1ccc(-n2cnnc2SCc2cn3ccsc3n2)cc1	x	1	-4
CCCCC[C@H](O)/C=C/C1=C(CCCCCCC(=O)O)C(=O)CC1	x	0	-4
N#C/C(=C(/O)COC(=O)CCc1ccc(S(=O)(=O)N2CCOCC2)cc1)c1nc2ccccc2[nH]1	x	0	-1
CCOc1ccc(N2CC(C(=O)OCC(=O)NCc3ccccc3)CC2=O)cc1 (stereo not drawn)	x	2	-1
CCCCOC(=O)n1ccc(C(=O)Nc2ccccc2OC)n1	x	-1	-1
O=[N+]([O-])/C=C/c1c(OCc2ccccc2)ccc2ccccc12	x	-15	9
COc1ccc(COC(=O)C2CC(=O)N(Cc3ccc(C)cc3)C2)cc1 (stereo not drawn)	x	4	2
Cc1cc(C)nc(NS(=O)(=O)c2ccc(NC(=O)CCN3C(=O)c4ccccc4C3=O)cc2)n1	x	6	-5
CCOc1ccc(CC2S/C(=N/c3ccccn3)NC2=O)cc1 (stereo not drawn)	x	0	13
O=C(CN1C(=O)COc2ccccc21)N(Cc1ccccc1)Cc1ccccn1	x	-1	34
CCC12CC3CC(C1)CC(C(=O)O)(C3)C2	x	-7	-2
CCCCN(C)c1c(C)nc2ccc(C(=O)NCCOc3ccc(OC)cc3)cn12	x	3	12
Cn1c(-c2ccc3c(c2)OCO3)cnc1NCc1cccc(Cl)c1	x	8	2
COC(=O)c1ccccc1NC1=C/C(=N\S(=O)(=O)c2ccc(C(=O)O)cc2)c2ccccc2C1=O	x	-3	2
COC(=O)C1=C(C(=O)OC)[C@@H]2N(Cc3ccccc3)c3ccccc3[C@@]23C[C@@H](C(=O)OC)N(C(=O)c2ccc(Br)cc2)C3=N1	x	-1	-8
COC(=O)c1ccccc1NC(=O)Oc1ccc(F)cc1	x	-2	13
